Screening data from PubChem.
Casp6 inh: blocks human caspase-6 cleavage activity. inhibition, % at 12.5 µM. P55212. hit rate 0.53% among 350,000. purified caspase-6, Z-VEID-R110 cleavage fluorescence;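 active = mean inhibition across replicates at least about 35%, with every replicate also reaching that limit, limit read from the data; inconclusive = only one of the two criteria met; inactive = neither criterion met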;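 also: 0% = median of neutral control wells and 100% = no fluorescence left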
Target sequence (P55212 24-179 limits assumed): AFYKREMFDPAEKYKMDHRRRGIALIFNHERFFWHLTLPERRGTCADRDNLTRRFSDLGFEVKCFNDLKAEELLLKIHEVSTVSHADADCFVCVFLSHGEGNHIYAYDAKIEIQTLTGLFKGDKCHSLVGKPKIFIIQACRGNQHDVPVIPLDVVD
Target sequence (P55212 194-293 limits assumed): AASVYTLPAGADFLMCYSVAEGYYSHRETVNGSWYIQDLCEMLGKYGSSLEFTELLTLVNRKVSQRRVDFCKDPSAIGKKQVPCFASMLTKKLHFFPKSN
LGR2 antag: Drosophila LGR2 receptor signaling inhibition | HEK293 LGR2, CRE-luciferase, bursicon-stimulated, 4 h | inhibition, % at 9.99 µM | hit rate 0.35% among 380,000;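 active = drop in luminescence signal, shown as inhibition above about 50% in the replicate tests, limit read from the data, passing the limit was not always enough; inconclusive = probably only some replicates passing the limit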;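 also: agonist challenge used bursicon conditioned medium at about half maximal strength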
ARNT TACC3 PPI: disrupts binding between human ARNT and TACC3. Q9Y6A5. AlphaScreen His-ARNT PAS-B/GST-TACC3 binding, luminescence; TACC3 fragment carries E629A point mutation. inhibition, % at 9.99 µM. hit rate 0.66% among 390,000. AID 623870;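 active = mean inhibition of replicates at least 50% and at least half of replicates each reaching 50%; inconclusive = half or more replicates reach 50% but mean below 50%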;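 also: 0% = complete ARNT plus TACC3 wells and 100% = ARNT alone without TACC3; many hits fall short of the cut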
SIRT5 block: inhibitors of human sirtuin-5 desuccinylase | Purified SirT5, succinyl-peptide AMC, trypsin-coupled fluorescence | inhibition, % at 15 µM | hit rate 1.1% among 330,000 | AID 652115; in the data active = inhibition above about 15%; inconclusive = no clear call, values can overlap the other calls
Target sequence (Q9NXA8 whole entry, looked up): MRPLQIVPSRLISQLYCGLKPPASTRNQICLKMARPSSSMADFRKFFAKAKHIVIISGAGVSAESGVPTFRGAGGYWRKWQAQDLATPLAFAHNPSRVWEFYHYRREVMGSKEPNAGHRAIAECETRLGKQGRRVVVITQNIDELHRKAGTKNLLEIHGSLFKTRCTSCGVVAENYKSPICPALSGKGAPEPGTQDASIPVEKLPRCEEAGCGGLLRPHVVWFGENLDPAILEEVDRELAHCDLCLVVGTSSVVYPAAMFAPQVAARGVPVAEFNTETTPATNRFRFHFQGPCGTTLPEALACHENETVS
EWS-Fli inh: EWS/Fli transcriptional activity inhibition. hit rate 0.67% among 350,000. A673 NR0B1-luciferase reporter, viability-normalised. inhibition, % at 12.6 µM;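 active = mean inhibition of at least 50% after viability correction, with every replicate also passing that limit; inconclusive = mean reaches 50% but only one of two replicates passes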;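 also: firefly luciferase signal divided by Alamar Blue viability fluorescence both relative to DMSO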
DENV2 CPE: DENV2-induced cell death inhibition | DENV2-infected cells, cytopathic effect rescue, plate reader | hit rate 1.7% among 350,000 | AID 651640 | CPE inhibition, % at 9.99 µM; in the data active = CPE inhibition above about 20%, passing the limit was not always enough; inconclusive = no clear call, values can overlap the other calls; tested in BHK-21 cells;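 also: 0% = median of neutral control wells and 100% = median of positive control wells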
PAX8 inh HTS: lowers PAX8-driven luciferase in RMG-I cells. RMG-I TPO-luciferase reporter, SteadyGlo, 24 h. inhibition, % at 12.6 µM. hit rate 1.2% among 360,000;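 active = mean replicate inhibition at least 60% with every replicate also reaching 60%; inconclusive = only one of the two criteria is met; inactive = mean below 60% and not all replicates reaching 60%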;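 also: luciferase light reporting Pax8 driven TPO promoter activity; plate controls were median of neutral control wells for no effect and mitoxantrone controls for full effect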
The depositor's hits bear a star; ? = inconclusive; · = not tested or not shown. Compounds as they come; about 4.9% have a hit in one of these screens.

canonical_smiles | Casp6 inh | LGR2 antag | ARNT TACC3 PPI | SIRT5 block | EWS-Fli inh | DENV2 CPE | PAX8 inh HTS
CC(C(=O)Nc1ccc(OCc2ccccc2)cc1)N1CCCC1 (configuration not stated) | 1.4 | -50.2 | 0.0 | -4.5 | -23.7 | 1.7 | -47.6
COC(C(=O)Nc1ccnn1C1CCN(C(=O)c2cccc(F)c2)CC1)c1ccccc1 (configuration not stated) | -3.1 | -15.3 | -7.7 | -1.3 | · | 1.0 | 4.9
CC(=O)NC(c1ccc(F)c(F)c1)c1nc(-c2ccc3c(c2)OCO3)cs1 (configuration not stated) | 1.2 | -17.6 | · | · | 2.5 | -2.9 | -4.4
Cc1cc(C)cc(NC2=C(N)C(=O)c3ccccc3C2=O)c1 | 30.5 | -54.0 | 30.9 | 16.1* | · | · | ·
CSc1ccccc1NC(=O)CN(C)C(=O)Cc1c[nH]c2ccccc12 | 1.8 | 3.6 | -11.6 | -4.1 | 9.6 | -12.3 | 10.7
Cc1ccc(C(=O)NCCOc2cccc(C)c2)cc1 | 0.4 | -49.2 | 1.5 | -7.5 | -36.6 | -2.0 | -95.5
CC(=O)c1sc(-c2ccc(Cl)cc2)nc1C | 0.6 | -33.6 | 6.9 | -2.1 | -39.7 | 0.0 | -85.7
O=C(NCC(c1ccco1)N1CCc2ccccc2C1)C(=O)Nc1ccc(F)cc1F (configuration not stated) | -3.6 | 1.0 | 4.0 | -3.2 | 7.2 | 8.3 | 8.6
O=C1CC(c2ccc(F)cc2)Sc2nc(-c3ccccc3)c(-c3ccccc3)n21 (configuration not stated) | · | 21.0 | 3.1 | · | · | · | 0.3
Cc1cccc(C(=O)N2CCN(S(=O)(=O)N3CCCCCC3)CC2)c1 | 0.7 | 6.1 | 0.9 | -0.3 | 5.0 | -0.4 | 1.5
Cc1cc(C)n2c(Nc3ccc4c(c3)OCCO4)c(CCc3ccccc3)nc2n1 | -0.3 | 32.4 | · | · | -41.3 | -2.5 | -19.1
CS(=O)(=O)N1CCCCN2[C@@H](CO)[C@H](c3ccc(-c4cccc(C#N)c4)cc3)[C@@H]2C1 | 1.5 | -5.4 | -14.9 | 1.3 | -12.8 | ? | 14.2
CC(C)NC(=O)Nc1ccc2c(c1)C(=O)N([C@H](C)CO)C[C@H](C)[C@H](CN(C)C(=O)Nc1cccc3ccccc13)OCCCC[C@@H](C)O2 | 1.2 | 11.8 | -6.6 | 1.4 | -19.9 | 2.4 | -14.3
O=C(N=Nc1c(O)[nH]c2ccc([N+](=O)[O-])cc12)c1ccccc1Cl | 0.5 | -13.0 | -4.6 | -2.5 | 12.6 | -2.1 | -8.9
C[C@H]1CN([C@@H](C)CO)C(=O)c2cccc(NC(=O)CCCCCC(=O)Nc3ccccc3N)c2O[C@@H]1CN(C)S(=O)(=O)c1ccc(F)cc1 | -0.9 | 2.9 | · | -6.3 | · | -8.5 | 7.3
CC(=O)Nc1ccc2c(c1)C(=O)N(C)[C@@H]1CC[C@H](CC(=O)NCC3CC3)O[C@@H]1CO2 | -1.1 | -18.8 | -14.8 | -0.5 | 7.8 | ? | -4.5
O=C(N/N=C/c1ccc([N+](=O)[O-])o1)c1cc2c(ccc3ccccc32)o1 | 0.1 | -0.7 | -9.0 | 4.4 | 27.9 | -1.2 | -8.2
Cc1noc(C)c1S(=O)(=O)Nc1ccc2c(c1)C(=O)N([C@H](C)CO)C[C@@H](C)[C@H](CN(C)Cc1ccncc1)O2 | -1.9 | 0.0 | -2.2 | 0.8 | -3.1 | -11.1 | ·
O=C(NC1CCN(C(=S)Nc2ccc(Cl)cc2)CC1)C1CCCCC1 | -4.8 | 15.3 | -9.2 | -7.7 | 1.6 | -4.6 | -6.9
Cc1noc(C)c1C(=O)N(C)CC(=O)Nc1ccc(F)c(F)c1F | 0.1 | -8.1 | -17.2 | 1.6 | -0.2 | -4.4 | ·
CCCCNC(=O)/C(C#N)=C/c1ccc2c(c1)OCCO2 | 1.9 | -11.3 | -2.7 | -4.9 | -21.3 | 4.9 | -1.8
COC(=O)c1ccc(CNC(=O)c2ccc(S(=O)(=O)N3CCCCCC3)cc2)cc1 | -1.8 | 10.7 | · | -4.9 | 0.7 | ? | -2.3
C[C@@H]1CCCCO[C@H](CN(C)CC2CCCCC2)[C@H](C)CN([C@H](C)CO)C(=O)c2cc(NC(=O)CCC(F)(F)F)ccc2O1 | · | 8.0 | 1.8 | · | -5.6 | 11.2 | 15.4
O=C(NCC1CCCCC1)[C@H]1[C@H](CO)[C@H]2Cn3c(ccc(-c4cncnc4)c3=O)[C@@H]1N2 | -4.0 | -1.4 | -0.3 | -23.8 | -7.4 | -0.3 | 3.1
Cc1ccc(NC(=O)C(NCc2ccccn2)c2ccccc2)cc1 (configuration not stated) | 8.9 | -43.2 | 22.9 | -0.1 | -26.5 | -0.3 | -5.2
CCCCN1CC(COCc2ccccc2)Oc2cccc(N3CCCC3)c2S1(=O)=O (configuration not stated) | -2.7 | 27.9 | -0.2 | · | 6.7 | 3.0 | 16.0
O=C(COC(=O)C1CC1)Nc1ncc(Cl)cc1Cl | 10.7 | -0.4 | -0.5 | 2.3 | -2.5 | 11.6 | 11.3
CO[C@H]1CN(C)C(=O)c2cc(NS(=O)(=O)CC(F)(F)F)ccc2OC[C@@H](C)N(C)C[C@H]1C | 0.0 | 31.2 | -9.2 | -2.4 | 13.3 | 2.1 | 9.5
CCOc1cc(-c2n[nH]c(=S)n2Cc2ccccc2)ccc1OC(F)F | -2.9 | -0.2 | -2.9 | 9.8 | 5.1 | -5.1 | -3.5
C[C@H](CO)N1C[C@H](C)[C@@H](CN(C)CC2CCCC2)Oc2ncc(C#CCc3ccccc3)cc2C1=O | -0.9 | -2.3 | 5.2 | -1.3 | -6.6 | 7.2 | ·
CCN(CC(=O)Nc1c(F)cccc1F)C(=O)CNC(=O)c1ccc2c(c1)OCO2 | -150.6 | -0.1 | 0.3 | -3.0 | -7.2 | 1.5 | -6.2
CCC(=O)c1ccc(OCC(=O)NCC2COc3ccccc3O2)cc1 (configuration not stated) | -0.1 | -2.9 | -8.9 | -0.1 | -16.1 | 17.8 | 2.3
O=C(CSc1n[nH]c(-c2ccncc2)n1)Nc1ccccc1Cl | 3.7 | 8.8 | -5.7 | -2.8 | 2.6 | 13.3 | -17.1
CO[C@H]1CN(C)C(=O)c2ccc(NC(=O)c3cc(C)on3)cc2OC[C@H](C)N(C(C)=O)C[C@H]1C | 0.5 | 0.3 | -1.8 | -0.7 | 0.6 | 7.3 | ·
O=C(O)COc1ccccc1/C=N/NC(=O)COc1ccc(-c2ccccc2)cc1 | 2.8 | 0.9 | 1.8 | -2.2 | 0.3 | · | -12.7
Cc1ccc(Cc2c(-c3ccc(Cl)cc3)nc3ccc(Br)cn23)cc1 | 0.3 | -156.1 | · | -1.7 | -67.9 | 5.5 | -43.1
COc1ccc(/C=N/NC(=O)c2cccc(OC(F)(F)C(F)F)c2)c(OC)c1OC | · | 5.1 | -4.0 | · | · | · | 3.1
CCOn1c(=O)c(-c2cccc([N+](=O)[O-])c2)[n+]([O-])c2ccccc21 | 3.1 | · | · | 0.1 | -2.1 | 2.7 | -4.4
CCS(=O)(=O)N1CCC2(CC1)CN(C(=O)c1ccc(F)cc1)[C@@H](CO)c1c2c2ccc(OC)cc2n1C | -2.8 | -8.8 | · | -3.3 | -8.4 | 24.2* | 12.5
COc1ccccc1C#Cc1ccc2c(c1)[C@H]1[C@H](CCN1S(=O)(=O)c1cccc(C)c1)[C@H](CO)N2 | -0.5 | 17.0 | · | 12.5 | -9.3 | -9.3 | 22.0

Reformatted with values under each structure: 14 of the compounds above
Sequence of screens – Casp6 inh, LGR2 antag, ARNT TACC3 PPI, SIRT5 block, EWS-Fli inh, DENV2 CPE, PAX8 inh HTS
O=C(COC(=O)C1CC1)Nc1ncc(Cl)cc1Cl
  10.7, -0.4, -0.5, 2.3, -2.5, 11.6, 11.3
CO[C@H]1CN(C)C(=O)c2cc(NS(=O)(=O)CC(F)(F)F)ccc2OC[C@@H](C)N(C)C[C@H]1C
  0.0, 31.2, -9.2, -2.4, 13.3, 2.1, 9.5
CCOc1cc(-c2n[nH]c(=S)n2Cc2ccccc2)ccc1OC(F)F
  -2.9, -0.2, -2.9, 9.8, 5.1, -5.1, -3.5
C[C@H](CO)N1C[C@H](C)[C@@H](CN(C)CC2CCCC2)Oc2ncc(C#CCc3ccccc3)cc2C1=O
  -0.9, -2.3, 5.2, -1.3, -6.6, 7.2, ·
CCN(CC(=O)Nc1c(F)cccc1F)C(=O)CNC(=O)c1ccc2c(c1)OCO2
  -150.6, -0.1, 0.3, -3.0, -7.2, 1.5, -6.2
CCC(=O)c1ccc(OCC(=O)NCC2COc3ccccc3O2)cc1 (configuration not stated)
  -0.1, -2.9, -8.9, -0.1, -16.1, 17.8, 2.3
O=C(CSc1n[nH]c(-c2ccncc2)n1)Nc1ccccc1Cl
  3.7, 8.8, -5.7, -2.8, 2.6, 13.3, -17.1
CO[C@H]1CN(C)C(=O)c2ccc(NC(=O)c3cc(C)on3)cc2OC[C@H](C)N(C(C)=O)C[C@H]1C
  0.5, 0.3, -1.8, -0.7, 0.6, 7.3, ·
O=C(O)COc1ccccc1/C=N/NC(=O)COc1ccc(-c2ccccc2)cc1
  2.8, 0.9, 1.8, -2.2, 0.3, ·, -12.7
Cc1ccc(Cc2c(-c3ccc(Cl)cc3)nc3ccc(Br)cn23)cc1
  0.3, -156.1, ·, -1.7, -67.9, 5.5, -43.1
COc1ccc(/C=N/NC(=O)c2cccc(OC(F)(F)C(F)F)c2)c(OC)c1OC
  ·, 5.1, -4.0, ·, ·, ·, 3.1
CCOn1c(=O)c(-c2cccc([N+](=O)[O-])c2)[n+]([O-])c2ccccc21
  3.1, ·, ·, 0.1, -2.1, 2.7, -4.4
CCS(=O)(=O)N1CCC2(CC1)CN(C(=O)c1ccc(F)cc1)[C@@H](CO)c1c2c2ccc(OC)cc2n1C
  -2.8, -8.8, ·, -3.3, -8.4, 24.2*, 12.5
COc1ccccc1C#Cc1ccc2c(c1)[C@H]1[C@H](CCN1S(=O)(=O)c1cccc(C)c1)[C@H](CO)N2
  -0.5, 17.0, ·, 12.5, -9.3, -9.3, 22.0

(listing goes on)
canonical_smiles | Casp6 inh | LGR2 antag | ARNT TACC3 PPI | SIRT5 block | EWS-Fli inh | DENV2 CPE | PAX8 inh HTS
CCCC(=O)Nc1ccc2c(c1)OC[C@H](C)N(C)C[C@H](C)[C@H](OC)CN(C)C2=O | -10.1 | 1.5 | -0.1 | -6.7 | -2.7 | 0.4 | -9.8
CC(C)CCN1C(=O)c2ccc(C(=O)Nc3cccc(S(N)(=O)=O)c3)cc2C1=O | · | ? | 42.0 | · | · | · | -3.9
Cc1ccc(C)c(OCCC(=O)OCC(=O)NCc2ccccc2)c1 | 0.9 | 0.9 | -5.0 | 2.6 | 2.1 | -5.3 | 8.3
O=C1NC[C@H](CC2CCCCC2)N(CCc2cccc(F)c2)C1=O | 1.7 | -37.8 | 13.5 | · | -14.2 | · | -3.3
CCc1ccc2[nH]c(=O)c(CN(CCN(CC)CC)C(=S)NCc3ccco3)cc2c1 | 1.2 | 26.3 | 32.3 | 2.5 | 15.3 | · | 12.7
CCOC(=O)c1cnn(C)c1NC(=O)c1ccc(Cl)cc1Cl | -0.4 | -8.2 | -3.1 | -3.5 | · | · | ·
NC(=O)CN1CCCC1c1ccc2c(c1)OCCO2 (configuration not stated) | -1.8 | -8.7 | -7.0 | -1.4 | 2.8 | 3.2 | 14.0
O=C(Nc1ccc(CN2CCOCC2)cc1)c1cc(Cl)ccc1Cl | 0.0 | -2.3 | -3.0 | · | -25.2 | 0.6 | -20.6
Cc1cccc(NS(=O)(=O)c2cccc(C(=O)NCCCN3CCCC3=O)c2)c1 | 1.1 | 6.6 | -2.3 | -7.3 | -21.9 | 11.8 | 13.0
CC(C)CNC(=S)N(CCN(C)C)Cc1cc2cc3c(cc2[nH]c1=O)OCCO3 | 7.4 | 8.9 | 1.8 | -5.9 | -3.1 | 0.3 | -0.6
CC(C)c1ccc(-c2nn(-c3ccccc3)cc2C(=O)NCC2CCCO2)cc1 (configuration not stated) | 4.1 | 4.1 | -1.9 | -1.5 | 0.2 | 6.5 | 22.6
CC(C)C(=O)Nc1ccc(C(=O)Nc2ccc(Br)cc2F)cc1 | -2.9 | 22.6 | -10.7 | 5.2 | -30.8 | 4.6 | -39.2
